Screening data as filed in PubChem BioAssay.
M1 ag: agonists of human M1 muscarinic receptor. CHO-K1 hM1, Fluo-8 calcium fluorescence, agonist mode; 0% DMSO, 100% acetylcholine EC100. activation, % at 3 µM. 0.33% of 360,000 active. AID 588814;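 active = activation above the run's mean compound activation plus 3 SD, cut at about 16% in these data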;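 also: peak over basal fluorescence ratio within a 140 s kinetic read after compound addition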
Target sequence (P11229 whole entry, looked up): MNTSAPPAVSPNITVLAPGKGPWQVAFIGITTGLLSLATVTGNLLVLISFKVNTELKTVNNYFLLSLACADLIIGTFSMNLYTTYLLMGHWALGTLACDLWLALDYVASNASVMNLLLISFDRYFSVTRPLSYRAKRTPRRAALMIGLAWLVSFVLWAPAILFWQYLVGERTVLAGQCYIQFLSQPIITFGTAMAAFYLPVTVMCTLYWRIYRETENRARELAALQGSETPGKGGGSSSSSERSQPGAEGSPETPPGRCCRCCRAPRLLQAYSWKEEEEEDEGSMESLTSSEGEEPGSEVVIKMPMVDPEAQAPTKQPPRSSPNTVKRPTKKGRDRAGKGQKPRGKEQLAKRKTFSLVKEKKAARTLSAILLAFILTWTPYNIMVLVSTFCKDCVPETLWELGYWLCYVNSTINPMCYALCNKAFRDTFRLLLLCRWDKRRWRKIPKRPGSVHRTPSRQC
CHO-K1 Ca antag: M1 antagonist counterscreen hit in parental CHO-K1 cells | ATP-induced calcium, Fluo-8 fluorescence | inhibition, % at 3 µM | 0.6% of 360,000 active | AID 602250;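 active = inhibition above a per-plate cutoff, the plate's mean sample inhibition plus 3 SD, cut at about 24% in these data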;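 also: 0% = DMSO plus EC80 ATP and 100% = DMSO alone without ATP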
TAAR1 antagonist: antagonists of human TAAR1. Q96RJ0. CHO RD-HGA16 TAAR1, Fluo-8 calcium fluorescence, antagonist. inhibition, % at 3 µM. 1.5% of 360,000 active;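 active = inhibition above a per-plate cutoff, the mean inhibition of test compounds on that plate plus 3 SD, cut at about 49% in these data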;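 also: 0% = DMSO plus EC80 beta-PEA response and 100% = DMSO alone without agonist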
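Assay system: CHO-derived RD-HGA16 cells stably expressing human TAAR1 plus Gα16. Timing: 140 s kinetic read after compound, 140 s after agonist. Technique: kinetic Fluo-8 calcium fluorescence measurement. Measure: % inhibition of agonist calcium response.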
M1 ag parental: nonselective activator or artifact in parental CHO-K1 cells; Fluo-8 calcium fluorescence; scaled to maximal ATP response, vehicle zero; activation, % at 3 µM; 0.48% of 360,000 active; AID 602248; in the data active = activation above about 15%;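 also: untransfected CHO-K1 host cells lacking M1 receptor as counterscreen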
TAAR1 agonist: human TAAR1 agonism; Q96RJ0; CHO RD-HGA16 TAAR1, Fluo-8 calcium fluorescence; vehicle wells 0%, saturating PEA agonist 100%; activation, % at 3 µM; 0.99% of 360,000 active;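 active = activation above the mean activation of all test compounds in the run plus 3 SD, cut at about 38% in these data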
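Test system: RD-HGA16 (CHO) cells co-expressing Gα16 and hTAAR1; dosing: one-point dosing at 3 µM (nominal); timing: 17-24 h seeding, 75 min 37 °C dye, 30 min RT; signal: kinetic Fluo-8 calcium fluorescence; read-out basis: % activation relative to PEA EC100 response; controls: DMSO and PEA EC100; replicates: n 1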
V1aR counter: activates human V1a receptor in oxytocin agonist counter-screen; P37288; 0.25% of 320,000 active; activation, % at 3 µM; CHO-V1R cells, Fluo-8 calcium fluorescence, agonist mode; 0% DMSO, 100% 3 nM vasopressin;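 active = activation above the mean activation of all tested compounds plus 3 SD, per screening run, cut at about 20% in these data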;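 also: signal is peak over basal fluorescence ratio across a 100 second FLIPR read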
CHO-K1 Ca PAM: nonselective activator or artifact in parental CHO-K1 calcium assay. ATP EC20, Fluo-8 calcium fluorescence; 0% at ATP EC20, 100% at ATP max. activation, % at 3 µM. 0.02% of 360,000 active. AID 602247;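 active = activation above the run cutoff, the mean activation of all test compounds plus 3 SD, cut at about 40% in these data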;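 also: peak over basal fluorescence ratio in a 140 s read after ATP addition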
OXTR potentiator: potentiators of human oxytocin receptor; activation, % at 3 µM; AID 2445; 0.061% of 320,000 active; CHO-OTR cells, Fluo-8 calcium fluorescence, potentiator mode; 0% = oxytocin EC15, 100% = EC100;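 active = activation above that plate's cutoff, the mean activation of tested compounds plus 3 SD, cut at about 6.6% in these data, passing the limit was not always enough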;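 also: 100% uses oxytocin at 75 nM as the full agonist control; some results filed as inactive read as strong as hits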
Target sequence (P30559 whole entry, looked up): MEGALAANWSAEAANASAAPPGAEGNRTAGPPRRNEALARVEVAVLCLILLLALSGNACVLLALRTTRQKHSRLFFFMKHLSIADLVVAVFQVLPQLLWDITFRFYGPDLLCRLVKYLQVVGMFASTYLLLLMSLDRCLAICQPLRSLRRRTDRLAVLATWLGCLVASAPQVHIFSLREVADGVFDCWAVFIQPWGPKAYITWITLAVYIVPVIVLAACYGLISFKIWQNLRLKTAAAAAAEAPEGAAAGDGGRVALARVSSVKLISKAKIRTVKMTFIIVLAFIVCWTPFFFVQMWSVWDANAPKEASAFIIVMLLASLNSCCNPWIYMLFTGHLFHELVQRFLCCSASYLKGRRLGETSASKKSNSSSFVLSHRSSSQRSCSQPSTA
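System: human OTR in CHO cells; Also added: sub-maximal oxytocin, roughly EC15; Timing: compound 6 min at room temperature before oxytocin, 100 s read; Technique: Fluo-8 intracellular calcium fluorescence, ex 470-495, em 515-575 nm; Controls: oxytocin EC15 low and EC100 high; Replication: singlicate.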
CHO parental Ca: counter-screen: ATP calcium response change in parental CHO cells; parental CHO-K1, ATP-induced calcium, Fluo-8 fluorescence; inhibition, % at 5.6 µM; 0.63% of 330,000 active; AID 463079;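 active = inhibition above that plate's mean sample inhibition plus 3 SD, cut at about 26% in these data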;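 also: 0% = ATP-challenged DMSO wells and 100% = DMSO wells without ATP; some compounds past the cut are filed as inactive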
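Test system: untransfected parental CHO cell line. Compound: one dose, 5.6 µM nominal. Detection: intracellular calcium via Fluo-8 no-wash fluorescent dye. Measure: % inhibition. Benchmarks: ATP-challenged DMSO wells low, unchallenged DMSO wells high.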
Active calls of the source: *; x = not tested or not shown.

molecule,M1 ag,CHO-K1 Ca antag,TAAR1 antagonist,M1 ag parental,TAAR1 agonist,V1aR counter,CHO-K1 Ca PAM,OXTR potentiator,CHO parental Ca
Nc1nc2nccc(-c3ccco3)n2n1,-6,-8,13,0.7,2,-0.6,13,-5,9
O=c1cc(N2CCCCC2)c2ccccc2o1,-13,-10,2,-0.1,-1,0.1,14,0,-10
COc1ccc(-c2nc(N3CCC(C)CC3)[nH]c(=O)c2C#N)cc1,-3,-10,-18,0.1,8,-0.1,4,-2,-13
CCN(CC)CCN1C(=O)c2oc3ccccc3c(=O)c2C1c1ccc(C)cc1 (stereo unspecified),-4,8,3,0.0,0,1.3,6,2,-16
CC(=O)c1ccc2c(c1)OCCOCCOCCOCCO2,0,-17,x,2.0,x,0.1,2,-3,-3
Cn1nnnc1SCC(=O)Nc1ccccc1Br,-2,-9,-4,0.6,0,-0.2,0,-1,6
CN(Cc1ccccc1)CC(O)COc1ccc(CNCCOc2cccnc2)cc1 (stereo unspecified),-7,-18,-6,1.6,1,0.7,8,-5,-26
COc1ccc(-c2nc(CN3CCN(c4ncnc5ccccc45)CC3)c(C)o2)c(OC)c1,-6,20,31,5.6,7,5.6,-13,-20,-17
O=S(=O)(c1ccccc1)N1CCN(C(=S)Nc2ccccc2)CC1,-2,11,-17,0.4,1,x,-25,x,x
O=C(CSCc1ccc([N+](=O)[O-])cc1)Nc1ccc(S(=O)(=O)N2CCCCCC2)cc1,-6,1,38,8.6,23,8.0,10,-13,-14
O=C(O)CCCN(Cc1cccc(Br)c1)S(=O)(=O)c1ccc(Br)cc1,0,-10,7,1.0,0,0.4,21,-10,-23
Cc1cc(=O)oc(C)c1C(=O)N1CCN(C(c2ccccc2)c2ccccc2)CC1,-5,13,11,-0.3,12,0.3,-2,0,-28
Cc1cccc(NC(=S)NC2CC3CCCC(C2)N3Cc2ccccc2)c1C (stereo unspecified),-6,-12,-4,-0.2,8,0.8,16,-6,-14
CCCCNC(=O)c1onc(CSc2ccc(C(C)C)cc2)c1C(=O)O,3,-6,10,0.0,2,5.0,-2,-4,4
CC(C)(C)c1ccc(C(=S)N2CCN(c3ccccc3)CC2)cc1,-3,-6,7,-0.1,7,-1.1,7,-14,-4
COc1c2c(nc3ccccc13)OC(C(C)(O)CO)C2 (stereo unspecified),-4,-13,-26,-0.8,-1,-0.2,3,-1,8
Cc1cccc(N(CC(=O)NCc2ccco2)C(=O)CCC(=O)Nc2nccs2)c1C,-1,-9,2,1.9,1,0.6,10,-4,-20
O=[N+]([O-])c1ccc(OCCn2cnc3ccccc32)cc1,-14,-22,8,2.6,6,2.2,10,-9,14
COc1ccc(C(=O)Nn2c(SCC(=O)NCc3ccco3)nc3ccccc3c2=O)cc1,-2,-8,5,1.0,6,2.4,17,-3,-23
CC(C)N(Cc1ccccc1)C(=O)COc1ccccc1,-2,-7,-19,-0.1,-2,-0.1,9,-3,-9
COc1cc(OC)c(OC)cc1/C=N/NC(=S)NCCN1CCOCC1,-3,-19,11,-0.1,3,-0.9,-8,-2,-21
CCOc1ccccc1-c1nnc(SCC(=O)NC2CC3CCC2C3)n1CC (stereo unspecified),-3,-3,-5,0.3,7,-0.9,9,-22,-5
CC1=NCCN1S(=O)(=O)c1ccc(Br)c(C)c1,-4,3,-2,0.4,4,1.7,5,-5,-7
CCNCc1cc(OCC)c(OCC(=O)NCCc2ccccc2)cc1Cl,-11,-19,-20,1.5,14,0.2,10,-8,-3
C[C@H](NC(=O)[C@H]1N2C(=O)c3ccccc3C2SC1(C)C)C(=O)N1CCN(C)CC1 (stereo partly specified),-3,-11,-10,0.3,1,0.3,11,-19,-14
CCC(=O)C1CCCN(C(=O)CCc2nnc(-c3ccc(C(C)=O)s3)o2)C1 (stereo unspecified),-3,-12,-4,0.6,1,1.2,12,-3,-10
CCOC(=O)C(=O)N(C)c1c(CC)nc2c(OCc3ccccc3OC)cccn12,-8,-7,-30,-0.1,2,x,14,x,x
COc1ccccc1N1CCN(C(c2cccs2)C(C)NC(=O)C(=O)N2CCCCC2)CC1 (stereo unspecified),8,9,-11,0.5,2,0.9,-25,-5,-19
Cc1cc2c(cc1C)C(=O)CCC2,-3,5,-17,-0.3,0,x,-12,x,x
Cc1nc2ccccn2c1C(=O)NC1CCCCC1,-3,-8,5,0.6,9,-0.2,17,-3,-6
CCN(CC(=O)Nc1c(F)cccc1F)C(=O)c1ccc(NC(=O)CC2SC(N3CCCC3)=NC2=O)cc1 (stereo unspecified),1,6,-6,0.1,6,0.0,-14,-7,7
CSc1ncnc2c1ncn2CCCN1CCN(c2ncccn2)CC1,-9,-1,-9,0.7,3,x,-10,x,x
Cc1cc(NC(=O)COC(=O)COc2cccc3c2OC(C)(C)C3)no1,-2,-21,-7,0.5,0,0.0,4,-3,-14
COC(=O)c1c(-c2ccc(Br)cc2)csc1NC(=O)Cc1ccc(OC)c(OC)c1,-3,-9,42,-0.1,8,1.1,1,-9,-15
C=C[C@](C)(CC[C@@]1(C)C(C)CC(OC2OC(C)C(OC3OC(COC(C)=O)C(O)C(O)C3O)C(O)C2O)[C@@]2(C)C(C)=CCCC12)OC1OC(C)C(O[C@@H]2O[C@@H](C)C(O)C(O)[C@H]2O)C(O)C1O (stereo partly specified),3,-11,x,-0.4,x,0.8,-8,-9,-14
O=C(CSCc1cnn(-c2ccccc2)c1-n1cccc1)NCc1ccccn1,-7,-5,4,0.3,0,0.5,-7,-4,-12
COc1ccc(C2c3ccc(O)cc3Oc3ncn(CCN4CCOCC4)c(=N)c32)cc1OC (stereo unspecified),10,9,-16,0.8,0,1.7,-10,-3,-4
Cc1cccc(NC(=O)C2CCCN(S(=O)(=O)c3cccs3)C2)c1C (stereo unspecified),-2,-15,2,1.7,-5,2.5,-13,-11,-20
CC1CCc2nc(NCCO)nc(C(F)(F)F)c2C1 (stereo unspecified),-9,-5,2,-0.1,1,-0.1,-2,-1,-6
Fc1ccc(OCCCCN2CCOCC2)cc1,-4,-12,-4,1.1,7,0.7,14,-7,6
CN(Cc1ccccc1)Cc1c(O)ccc2ccccc12,-2,-6,-6,-0.1,7,-0.5,5,4,-11
Cc1ccc(-c2cc(C(=O)O)c3ccccc3n2)c(C)c1,-2,-10,-27,0.5,0,0.5,15,-1,-12
C=CCN1C(=O)[C@]2(c3ccccc31)C1CCCC=C1C(C#N)=C(N)C2(C#N)C#N (stereo partly specified),-5,-8,6,0.8,27,4.3,17,-7,-29
Cc1oc2cc3oc(=O)ccc3cc2c1C,-5,-13,-20,2.0,-2,2.0,8,-6,-10
COc1ccc(N2CCN(S(=O)(=O)CCNC(=O)C(C)Oc3ccccc3)CC2)cc1 (stereo unspecified),0,-7,-11,1.8,10,1.8,4,-6,-27
COc1cc(/C=N/NC(=O)c2sc3ccccc3c2Cl)ccc1OC(=O)c1ccc([N+](=O)[O-])cc1,-4,-12,-1,-0.1,0,0.2,1,-2,-6
COc1ccc(-c2[nH]ncc2/C=N\NC(=O)c2cccs2)cc1OC,-2,3,-15,0.7,0,x,-16,x,x
CCC1=NN(C(=O)C(=O)Nc2ccc(OC)cc2)C(O)(C(F)(F)F)C1 (stereo unspecified),-1,-22,-11,0.3,2,-0.6,16,-1,-10
Cc1cccc(NC(=S)N(CCN(C)C)C(C)c2ccco2)c1 (stereo unspecified),-8,0,-18,0.5,7,0.5,14,2,-4
Cc1c(C)c2ccc(OCC(=O)N3CCC(C(=O)O)CC3)cc2oc1=O,0,12,-14,-0.4,1,0.7,7,1,-4
O=C(Nc1nccs1)C1CC(=O)N(CCc2ccccc2)C1 (stereo unspecified),-2,0,-9,0.9,4,x,2,x,x
O=C(CC1SC(=O)N(c2ccccc2)C1=O)Nc1ccc(Br)cc1 (stereo unspecified),-1,-11,17,1.6,15,-0.1,23,-1,-1
COC(=O)CCC(=O)OC1(C)C(=O)C2=CN(CCc3ccccn3)C(c3ccc(OC)cc3)=CC2=C(Br)C1=O (stereo unspecified),-10,-3,x,0.1,x,0.0,-1,-5,-17
CC(C)(C)c1csc(NC(=O)C2=COCCO2)n1,-6,-9,-14,0.0,6,-1.0,-20,-10,-15

Entries of single compounds, quoted from the list. Values in the order: M1 ag, CHO-K1 Ca antag, TAAR1 antagonist, M1 ag parental, TAAR1 agonist, V1aR counter, CHO-K1 Ca PAM, OXTR potentiator, CHO parental Ca
COc1cc(/C=N/NC(=O)c2sc3ccccc3c2Cl)ccc1OC(=O)c1ccc([N+](=O)[O-])cc1 is listed with -4, -12, -1, -0.1, 0, 0.2, 1, -2, -6
C=C[C@](C)(CC[C@@]1(C)C(C)CC(OC2OC(C)C(OC3OC(COC(C)=O)C(O)C(O)C3O)C(O)C2O)[C@@]2(C)C(C)=CCCC12)OC1OC(C)C(O[C@@H]2O[C@@H](C)C(O)C(O)[C@H]2O)C(O)C1O (stereo partly specified) is listed with 3, -11, x, -0.4, x, 0.8, -8, -9, -14
O=C(Nc1nccs1)C1CC(=O)N(CCc2ccccc2)C1 (stereo unspecified) is listed with -2, 0, -9, 0.9, 4, x, 2, x, x

Compounds as they come. About 3.3% of those tested had a hit in this group.
